Eya2 phos inh: qHTS Assay for Inhibitors of the Phosphatase Activity of Eya2. Protein phosphatase EYA2 (Homo sapiens), O00167. recombinant Eya2, OMFP fluorescence dephosphorylation (OMFP is methylfluorescein phosphate). Potency, µM (top dose mostly 76.9 µM), for inactives: at the highest dose activity, negative = inhibition, actives largely listed as inhibitors. 0.006% of 330,000 active; further: potency means the concentration at half of the fitted maximal effect; on the % scale 0 is the no-effect control and ±100 the full control effect
Target sequence (O00167 whole entry, looked up): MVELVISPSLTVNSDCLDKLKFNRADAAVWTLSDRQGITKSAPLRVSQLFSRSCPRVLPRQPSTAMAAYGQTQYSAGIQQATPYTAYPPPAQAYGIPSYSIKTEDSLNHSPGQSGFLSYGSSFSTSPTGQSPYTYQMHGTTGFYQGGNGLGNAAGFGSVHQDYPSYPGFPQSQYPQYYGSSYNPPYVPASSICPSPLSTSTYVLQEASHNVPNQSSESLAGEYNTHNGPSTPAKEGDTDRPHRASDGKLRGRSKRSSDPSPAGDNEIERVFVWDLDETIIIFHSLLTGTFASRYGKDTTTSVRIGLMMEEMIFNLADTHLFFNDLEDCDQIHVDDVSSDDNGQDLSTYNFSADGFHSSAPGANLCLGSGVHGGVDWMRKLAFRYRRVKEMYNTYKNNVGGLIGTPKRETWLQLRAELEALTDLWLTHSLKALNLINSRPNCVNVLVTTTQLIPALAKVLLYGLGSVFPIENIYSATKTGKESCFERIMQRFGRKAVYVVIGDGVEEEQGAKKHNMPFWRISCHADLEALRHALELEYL
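Eya2 (0.2 uM) preincubated 10 min at ambient with compound, then OMFP substrate added at 50 uM; 10 min reaction in 50 mM HEPES pH 7.5, 50 mM NaCl, 5 uM MgCl2, 0.05% BSA, 1 mM DTT. Fluorescence read at Ex 485/Em 525 nm.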
BCR signal inh: qHTS Assay to Find Inhibitors of Chronic Active B-Cell Receptor Signaling | 0.05% of 340,000 active | Potency, µM (highest dose often 46.1 µM), without a hit: at the highest dose ratio change, negative = lower green/red ratio, usual class: inhibitors | AID 493014, 2011 | ABC-DLBCL IkBa-CBG/CBR reporter, luminescence ratio, 4 h; active means well fitted inhibition curve with a large enough effect in the signal ratio, with a control signal flat, not every such curve was filed as active; inconclusive means small, poorly fitted or top-dose-only effect, or effect the other way, or a change in a side signal; the % refers to the signal ratio;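 further: potency means the concentration at half of the fitted maximal effect; plate controls were basal doxycycline-induced cells for no effect and cells given 10 µM MG132 for full effect; MG132 reads +100%, hits lower the ratio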
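Doxycycline induced both beetle luciferases in TMD8 lymphoma cells; IKK-driven degradation limits the IkappaBalpha-fused green signal, while red luminescence normalises for cell number and nonspecific effects. Compounds tested up to 46 uM, 4 hrs.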
ELG1 DNA repair: qHTS screen for small molecules that inhibit ELG1-dependent DNA repair in human embryonic kidney (HEK293T) cells expressing luciferase-tagged ELG1; AID 504467, 2011; 2.3% of 330,000 active; Potency, µM (top dose mostly 46.1 µM), inactives show at the top dose activity change, negative = inhibition, actives largely listed as inhibitors; HEK293T ELG1-luciferase reporter, luminescence, 16 h; DNA damage induced by 5-fluorouridine; further: potency means the concentration at half of the fitted maximal effect; on the % scale 0 is the no-effect control and ±100 the full control effect; nearly all actives have a fitted effect of over 55% in size
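Cells (2,000 per well) received 5-fluorouridine plus test compound or DMSO and were incubated 16 hr at 37 °C, 5% CO2. Luciferase activity was read by luminescence 30 min after ONE-Glo addition; signal suppression marked inhibition of damage-induced ELG1 function.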
USP2a inh: qHTS Assay for Inhibitors of Ubiquitin-specific Protease USP2a Using CHOP2 as the Reporter; Ubiquitin carboxyl-terminal hydrolase 2 (Homo sapiens), O75604; USP2 core, Ub-CHOP2 coupled fluorogenic reporter, 485/531; Potency, µM (titrated, usually from 38.3 µM), without a hit: top-dose activity change, negative = inhibition, usual class: inhibitors; 0.01% of 330,000 active;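 further: potency means the concentration at half of the fitted maximal effect; plate controls were DMSO wells for no effect and full inhibition by NEM control for full effect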
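Cell-free coupled assay: 10nM USP2 core preincubated 30min RT with compound in Tris-HCl pH 8.0/CaCl2/CHAPS buffer, then 25nM Ub-CHOP2 and 25nM reporter substrate; fluorescence (Ex 485/Em 531) read after 60min RT, normalized to NEM inhibition, concentration-response curves fitted.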
uPA surface inh: qHTS for Inhibitors of Cell Surface uPA Generation | cell surface uPA generation assay, qHTS | Potency, µM (highest dose often 38.3 µM), for inactives: at the top dose activity change, negative = inhibition, hits mostly inhibitors | 0.31% of 330,000 active; active means well fitted inhibition curve with a large enough effect; inconclusive means small, poorly fitted or top-dose-only effect; inactive means no such curve, though single readings can be large or run the other way; tested in mouse RAW 264.7 cells; further: potency means the concentration at half of the fitted maximal effect; on the % scale 0 is the no-effect control and ±100 the full control effect; nearly all actives have a fitted effect of over 55% in size
TSHR antagonist: Antagonists of the Thyroid Stimulating Hormone Receptor: HTS campaign. TSHR-expressing cells, TSH-stimulated cAMP HTRF, 2 h; active compounds read low. activity change, negative = inhibition, % at 11.5 µM. 0.2% of 330,000 active. AID 504810, 2011;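 active means activity change below a set negative limit, meaning inhibition stronger than a set level, cut at about -70% in these data; inconclusive means activity change between two set negative limits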; further: on the % scale 0 is the no-effect control and ±100 the full control effect
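TSHR-expressing cells were treated with compounds, then stimulated with TSH at EC80 (4nM final) for 2 hours at 37 deg C. Cellular cAMP was measured by HTRF competition between lysate cAMP and cAMP-d2 for a cryptate-labelled anti-cAMP antibody.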
Mito fusion yeast: qHTS Assay for Small Molecule Inhibitors of Mitochondrial Division or Activators of Mitochondrial Fusion; S. cerevisiae fusion-defective mutant growth rescue, CellTiterGlo 48 h; Potency, µM (titrated, usually from 46.1 µM), for inactives: at the top dose growth rescue (activation), most hits filed as activators; 0.23% of 320,000 active;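 further: potency means the concentration at half of the fitted maximal effect; % of control where 0% means no effect; nearly all actives have a fitted effect of over 45% in size; temperature-sensitive fusion mutants such as fzo1-1 at 37 °C on non-fermentable ethanol glycerol medium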
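Read-out: ATP-based luminescence (CellTiterGlo, 10 min ambient) reporting growth of fusion-defective ts yeast after 48 hours at 37C on glycerol/ethanol YPEG medium in the presence of compound.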
B2AR arrestin: qHTS assay of beta-arrestin-biased ligands of beta2-adrenergic receptor; Beta-2 adrenergic receptor (Homo sapiens), P07550; 0.02% of 330,000 active; Potency, µM (highest dose often 46.1 µM), for inactives: at the highest dose activation, actives largely listed as activators; beta-arrestin recruitment to beta2AR, cell-based reporter;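 further: potency means the concentration at half of the fitted maximal effect; 0% = DMSO controls and full agonism = EC100 isoproterenol or metaproterenol; nearly all actives have a fitted effect of over 65% in size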
Target sequence (P07550 whole entry, looked up): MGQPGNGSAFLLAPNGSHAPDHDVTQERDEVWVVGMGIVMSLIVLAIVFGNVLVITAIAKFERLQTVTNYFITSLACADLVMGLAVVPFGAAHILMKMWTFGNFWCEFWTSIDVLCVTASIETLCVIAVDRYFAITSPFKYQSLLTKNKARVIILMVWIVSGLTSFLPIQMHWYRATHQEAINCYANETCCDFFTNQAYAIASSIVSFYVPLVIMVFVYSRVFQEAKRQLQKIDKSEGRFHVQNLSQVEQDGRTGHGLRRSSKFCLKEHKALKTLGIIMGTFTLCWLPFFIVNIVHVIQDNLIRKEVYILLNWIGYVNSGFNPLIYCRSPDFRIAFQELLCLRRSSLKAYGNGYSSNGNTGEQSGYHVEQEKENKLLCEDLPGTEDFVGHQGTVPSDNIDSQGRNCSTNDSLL
TCR activator: Activators of T cell receptors: qHTS campaign | primary human leukocytes, anti-CD3, IL-2 HTRF, 48 h | Potency, µM (series often up to 9.22 µM), for the others: top-dose activation of IL-2 secretion, actives largely listed as activators | 330,000 tested, under 10 active; further: % of control where 0% means no effect
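HTRF read-out of IL-2 secretion: europium cryptate donor excited at 320nm, d2 acceptor emission at 665nm. Cells were primary human leukocytes incubated 48 hr with compounds and a-CD3 beads, supplying TCR signal only.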
Tb PFK inh: qHTS Assay to Find Inhibitors of T. brucei phosphofructokinase; ATP-dependent 6-phosphofructokinase (Trypanosoma brucei brucei), O15648; T. brucei PFK, ADP-Glo luminescence; Potency, µM (series often up to 57.5 µM), for inactives: at the top dose activity, negative = inhibition, actives largely listed as inhibitors; 0.17% of 330,000 active;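 further: potency means the concentration at half of the fitted maximal effect; 0% = uninhibited 1x PFK enzyme wells and -100% = no-enzyme wells; nearly all actives have a fitted effect of over 60% in size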
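1.25 nM PFK with 0.5 mM F6P and 0.1 mM ATP in 0.1 M TEA pH 8.0, 5 mM MgCl2, incubated 45 min at room temperature; ADP measured by ADP-Glo luminescence; compounds titrated up to 57 uM.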
TSG101-PTAP inh: qHTS Assay for Iinhibitors of HIV-1 Budding by Blocking the Interaction of PTAP/TSG101; Fluorescence polarization, FITC-PTAP peptide / Tsg101 binding; AID 493005, 2010; Potency, µM (highest dose often 115 µM), for the others: at the top dose activity change, negative = inhibition, usual class: inhibitors; Tumor susceptibility gene 101 protein (Homo sapiens), Q99816; 340,000 tested, under 10 active; active means well fitted inhibition curve with a large enough effect in the main read-out, with a control signal flat, not every such curve was filed as active; inconclusive means small, poorly fitted or top-dose-only effect, or effect the other way, or a change in a side signal; inactive means no such curve, though single readings can be large or run the other way; further: potency means the concentration at half of the fitted maximal effect; % of control where 0% means no effect
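Tsg101 binding domain (10 uM final) was mixed with compound and a FITC-labeled PTAP peptide (50 nM final) in HEPES pH 7.5 buffer with NaCl, Tween 20, EDTA and TCEP; fluorescence polarization was read after 20 min at r.t.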
Numbers without * were called inactive; u = inconclusive; x = no result given; [ ] = dose if it differs, or a comment. Unless noted, the call rests on the fitted dose curve; in most records, active means well fitted curve in the direction sought with a large enough effect; inconclusive means small, poorly fitted or top-dose-only effect, or another doubt; inactive means no such curve, though single readings can be large; an effect the other way counts as inactive or inconclusive.

SMILES	Eya2 phos inh	BCR signal inh	ELG1 DNA repair	USP2a inh	uPA surface inh	TSHR antagonist	Mito fusion yeast	B2AR arrestin	TCR activator	Tb PFK inh	TSG101-PTAP inh
CCn1cc(/C=C(\NC(=O)c2ccccc2OC)C(=O)NCCCN2CCOCC2)c2ccccc21	-3%	u	0%	0%	-10%	-1	-1%	-0.6%	-3%	-1%	-2%
COc1ccc(-c2cnn3c(N)c(S(=O)(=O)c4ccccc4)cnc23)cc1	-5%	-5%	-14%	1%	-8%	-36	-11%	-0.2%	-6%	-3%	-6%
Cc1cccc(N(C(=O)CCC(=O)Nc2nccs2)C(C(=O)NC(C)(C)C)c2ccc(O)cc2)c1 (stereo unspecified)	-3%	8%	3%	2%	2%	-2	-5%	0.0%	12%	3%	-3%
O=C(CCc1ccncc1)N1CCCC(Nc2ccc(F)c(F)c2)C1 (stereo unspecified)	-6%	-2%	-14%	0%	-7%	-6	8%	0.2%	3%	3%	-1%
O=[N+]([O-])c1ccc(OCC(O)CNC2CCCC2)cc1 (stereo unspecified)	-7%	2%	12%	10%	3%	5	2%	-0.5%	0%	-3%	-6%
Cc1c2cnn(CC(=O)NCCN3CCOCC3)c(=O)c2c(C)n1Cc1ccccc1	u	-1%	2%	1%	11%	-6	4%	-0.4%	-2%	-2%	-7%
COCCNC(=O)c1ccc(C(=O)NCCOC)s1	7%	u	5%	1%	x	3	-3%	-1.9%	-2%	-1%	-6%
CC(C)(CNC(=O)c1cc(=O)[nH]c2ccccc12)N1CCOCC1	10%	0%	12%	4%	-3%	-10	-3%	0.2%	3%	1%	-6%
CC1(C)CCN2CCC(C)(C)c3c(O)ccc1c32	45%	1%	u	19%	u	-3	-15%	-0.4%	4%	14%	u
CCc1noc(C)c1C(=O)OCC(=O)NC(=O)c1ccccc1	2%	2%	3%	1%	5%	-9	0%	0.3%	-6%	2%	-3%
CCOC(=O)c1c(-c2ccc(OC)cc2)csc1NC(=O)C1CCCO1 (stereo unspecified)	3%	9%	-15%	-1%	10%	-3	-14%	3.9%	-6%	-3%	-5%
COC1=CC(=O)[C@@]2([C@@H]1O)[C@@H](Cl)C[C@]13C(OC)=C(OC)C(=O)C[C@]21CCN3C	-18%	2%	u	10%	15%	14	x	-0.2%	-5%	-3%	1%
CCCCOC(=O)Nc1nnc(COc2ccccc2)s1	1%	0%	-5%	-4%	x	12	-8%	0.3%	2%	1%	3%
CCn1cc(CN2CCN(CC(C)(C)C)C(CCO)C2)c2ccccc21 (stereo unspecified)	1%	-2%	-18%	-2%	-9%	-5	-11%	0.1%	x	1%	-2%
Cc1cc(C(=O)Nc2ccccc2Cl)c2ccccc2n1	5%	-5%	2%	0%	2%	-2	0%	-0.9%	x	0%	2%
CC(=O)Nc1cccc(NC(=S)Nc2cccc(Cl)c2C)c1	1%	-3%	u	-7%	-24%	28	5%	0.0%	1%	1%	-3%
CN(C)C(=O)N1CCCC(C(=O)NCc2ccc(F)cc2Cl)C1 (stereo unspecified)	-2%	5%	21%	-7%	-10%	16	2%	0.4%	-7%	3%	-9%
CCN1CCN(C(=O)c2cc(-c3ccc(Cl)s3)nc3ccccc23)CC1	4%	u	-9%	-6%	-20%	6	-17%	0.1%	8%	-1%	-4%
Cc1ccc(Sc2ccc(/C=C3/C(=O)NN(c4ccccc4)C3=O)o2)cc1	-3%	4%	23%	-1%	u	2	-5%	-0.4%	-3%	3%	-10%
COCCn1c(C)cc(C(=O)COC(=O)c2ccc3c(c2)NC(=O)CS3)c1C	3%	-1%	u	-3%	-5%	3	3%	-0.9%	-1%[46.1 µM]	-1%	-5%
NS(=O)(=O)c1ccc(CCNC(=O)CCCCCn2c(=S)[nH]c3ccc(Br)cc3c2=O)cc1	-14%	u	-20%	-1%	-4%	1	13%	0.2%	-1%	1%	-3%
Cc1ccc(C2CC(c3cccs3)n3nc(N)nc3N2)cc1 (stereo unspecified)	-5%	0%	4%	2%	0%	-6	-12%	-0.2%	-3%	4%	-1%
O=C(CCN1CCN(c2ccc(Cl)cc2)CC1)Nc1nccs1	-2%	4%	-9%	-2%	6%	7	2%	0.2%	3%	12%	2%
O=C(CC1S/C(=N/N=C/c2c[nH]c3ccc(OCc4ccccc4)cc23)NC1=O)Nc1ccccc1 (stereo unspecified)	-5%	-1%	9%	4%	10%	11	1%	-0.6%	-2%	3%	-6%
CCN(CC)CCCNc1oc(-c2ccccc2[N+](=O)[O-])nc1C#N	-9%	-13%	1%	8%	13%	6	-1%	0.4%	-3%	9%	-7%
CC(C)Cc1ccc(CN2CCCC(NC(=O)CCCN3CCCC3=O)C2)cc1 (stereo unspecified)	1%	-8%	-15%	-2%	2%	4	-2%	-0.5%	-1%	0%	-5%
O=C(CSc1nc2ccccc2s1)NCCOc1ccc(Cl)cc1	-2%	16%	-1%	-1%	0%	1	7%	0.2%	-4%	-2%	-8%
CC(C)(O)C#Cc1ccc(C(=O)N2CCN(c3ccccc3)CC2)cc1	-1%	1%	-9%	-1%	25%	-5	-4%	0.3%	-1%[46.1 µM]	1%	-5%
O=C(O)CCC(=O)N1CCN(c2ncccc2C(F)(F)F)CC1	4%	1%	10%	-3%	-1%	-2	2%	0.3%	1%	3%	1%
CCc1ccc(C2c3[nH]c4ccccc4c3CCN2C(=O)CNC(N)=O)cc1 (stereo unspecified)	0%	-1%	2%	1%	1%	20	-7%	0.0%	-5%	-8%	-1%
COc1ccc(NC(=O)c2cc([N+](=O)[O-])ccc2N2CCCC2)cc1	-5%	-16%	-3%	1%	4%	8	3%	-0.2%	4%	-2%	-1%
CC1CCN(C(=O)CN2C(=O)NC(c3ccccc3)(c3ccccc3)C2=O)CC1	8%	0%	2%	4%	2%	1	9%	0.0%	4%	-6%	-5%
Cc1ccc(C(=O)Nc2cccc(C(=O)N/N=C/c3ccccc3F)c2)cc1	3%	u	u	0%	-5%	19	-4%	-0.3%	-5%	-2%	0%
COc1ccc(-c2nnn(Cc3nn[nH]n3)n2)cc1OC	14%	3%	-1%	3%	1%	-8	3%	-0.1%	6%	-1%	-9%
Cc1ccc(N2C(=O)C(Cl)=C(NCc3ccccc3)C2=O)c(C)c1	-26%	u	0%	-3%	-4%	-6	5%	-0.6%	-5%	6%	-7%
COc1ccc2c(c1)OC[C@H]1[C@@H]2N2C(=O)CNC(=O)[C@@]2(C)[C@H]1c1ccccc1	-20%	u	-8%	-1%	2%	-30	-8%	0.3%	0%	-1%	-11%
COc1ccc([C@@H]2[C@@H]3C(=O)N(C(C)(C)C)C(=O)[C@@H]3[C@]3(CC(C)C)C(=O)N(c4ccccc4)C(=O)N23)cc1	1%	18%	8%	1%	7%	-7	3%	0.5%	-1%	-6%	-4%
CC1CCN(CC(O)COc2ccc(OCC(O)CN3CCC(C)CC3)cc2)CC1 (stereo unspecified)	6%	-5%	1%	-1%	-7%	16	-3%	4.3%	x	-2%	-5%
O=C(/C=C/c1ccc2c(c1)OCO2)NCc1cn2cc(Cl)ccc2n1	-8%	16%	0%	0%	-2%	-5	24%	-0.2%	3%	5%	0%
COc1ccc(CN(C)Cc2nc3scc(-c4ccccc4)c3c(=O)[nH]2)cc1OC	2%	u	16µM*	1%	-4%	-11	5%	0.2%	-4%[46.1 µM]	-1%	0%
O=C(Nc1cc(Cl)ccc1N1CCOCC1)c1cccnc1Cl	6%	-3%	17%	-11%	2%	-2	8%	-0.2%	2%	-2%	5%
CCS(=O)(=O)Nc1ccc(-c2ccc(NS(=O)(=O)CC)c(OC)c2)cc1OC	1%	-8%	23µM*	-1%	-5%	13	9%	-0.9%	2%[46.1 µM]	-5%	-6%

Screens from PubChem BioAssay.
